Source: PubChem (National Center for Advancing Translational Sciences (NCATS))
Pf Dd2 growth: qHTS Primary assay for Inhibitors of Plasmodium falciparum Dd2 growth in vitro. hit rate 4.3% among 120,000. Potency, µM (series often up to 28.9 µM), without a hit: at the top dose activity, negative = inhibition, hits mostly inhibitors. P. falciparum Dd2 growth, SYBR Green, 72 h; active means well fitted inhibition curve with a large enough effect; inconclusive means small, poorly fitted or top-dose-only effect; inactive means no such curve, though single readings can be large or run the other way;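 further: plate controls were DMSO vehicle for no effect and reference drug for full effect; nearly all actives have a fitted effect of over 65% in size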
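Infected erythrocytes (Dd2, 0.3% parasitemia, 2.5% hematocrit final) are added to compound in RPMI-1640/Albumax II medium, grown 72 h at 37C in low oxygen, then lysed with saponin/Triton-X containing SYBR Green and read by fluorescence.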
Active calls of the source: *; i = inactive; ? = inconclusive; [ ] = remark or other dose. Potency means the concentration at half of the fitted maximal effect.

molecule | Pf Dd2 growth
COc1ccc(-c2cc(C(=O)N3CCCC3)ccn2)cc1F | 1.6%
CNC(=O)C1CCN(C(=O)c2coc(COc3ccc4ccc(OC)cc4c3)n2)C1 (stereo not drawn) | ?
COc1ncccc1-c1n[nH]c2c1CC(=O)N(Cc1ccccc1)C2 | ?
CC(C)c1ccc(CNC(=O)CN2CC3CC(C2)[C@H]2CCCC(=O)N2C3)cc1 (stereo partly drawn) | ?
Cc1ccn2c(Nc3ccccc3C)c(-c3cccnc3)nc2c1 | ?
Cc1ccc(C)c(Cn2c(-c3ccc(Cl)cc3)nc(C)c(CCO)c2=O)c1 | -1.6%
COc1ccccc1-c1cc(C(=O)N(C)C)c2cnn(C)c2n1 | 10.6%
COc1ccccc1Nc1cnc2ccc(N(C)Cc3cccnc3)nn12 | ?
COc1ccc(CNC(=O)C(C)[C@@H]2CCc3c(C)cc(OCCN4CCOCC4)c(C)c3C2)cc1 (stereo partly drawn) | -23.4%
Cc1ccc(NC(=O)C2Cn3cccc3C(=O)N2)cc1F (stereo not drawn) | 21.3%
O=C(NCCc1csc(-c2cccnc2)n1)c1ccc(F)c(F)c1 | 12.3%
Cc1ccc(OC(=O)CSc2nnc(-c3cccs3)o2)cc1 | 28.5%
CCCCSc1ncnc2c1c(-c1ccccc1)cn2-c1cccc(F)c1 | ?
O=C(NCCc1noc(C2CC2)n1)Nc1ccc(C(F)(F)F)cc1 | -29.9%
Cn1nnc(-c2ccc(C(=O)N[C@H]3C[C@@H]4OCC[C@H]34)cc2)n1 | -3.7%
COc1cc(Cl)ccc1C(=O)N1C[C@@H](C(N)=O)[C@H](c2nc(C)no2)C1 | -21.7%
Cc1nc(CN2CCN(C(=O)CC3COCCN3)CC2)cs1 (stereo not drawn) | 0.6%
COc1ccc(CNC(=O)C2CCN(c3nnc(-n4cccc4CNc4ccc(C)cc4)s3)CC2)c(OC)c1 | ?
O=C1CC(c2ccc(F)cc2)c2c(c3ccccc3oc2=O)O1 (stereo not drawn) | 3.7%
CCN(C1CCOCC1)C1CN(C(=O)c2cccn2C)C1 | 0.4%
COC[C@@H]1CN(c2ncccn2)C[C@H]1C(=O)Nc1ccncc1 | 10.7%
Cc1ccccc1N1Cc2c(ncnc2N2CCN(Cc3ccccc3)CC2)N(C)CC1=O | ?
CCC(=O)N1CCc2sc(C(=O)NCc3cccs3)cc2C1 | ?
Cc1nc(-c2cccc(Cl)c2)n(CC(=O)NC(C)CCc2ccccc2)c(=O)c1CCO (stereo not drawn) | ?

Continued, starting with the last two of the part before.
molecule | Pf Dd2 growth
CCC(=O)N1CCc2sc(C(=O)NCc3cccs3)cc2C1 | ?
Cc1nc(-c2cccc(Cl)c2)n(CC(=O)NC(C)CCc2ccccc2)c(=O)c1CCO (stereo not drawn) | ?
Cc1ccccc1-n1c(=O)c2ccccc2n(Cc2ccc(F)cc2)c1=O | -22.5%
Cc1nc(CN2C(=O)OC3(CCN(C(=O)Cc4ccc(O)cc4)CC3)C2(C)c2ccccc2)cs1 (stereo not drawn) | i
COc1ccc(Cl)cc1S(=O)(=O)N1CCN(CC(=O)Nc2ccccc2C(F)(F)F)CC1 | i
Cc1cc(C(=O)Nc2ccc(C(C)C)cc2)c2c(C)nn(-c3ccccc3)c2n1 | ?
O=C1c2c(-c3nc(-c4ccsc4)no3)nnn2CCN1CCOc1ccc(F)cc1 | i
O=C(Cn1cccc1-c1nc(-c2ccccc2)no1)NCc1ccc(F)cc1F | ?
Cc1noc(-c2ccc(OC(F)(F)F)cc2)c1C(=O)NCCc1ccc(F)cc1 | i
O=C(Cn1nc2c(cc1=O)CCCC2)NCCc1c[nH]c2ccc(F)cc12 | 1.1%

Some of the entries so far, with each value named:
O=C1c2c(-c3nc(-c4ccsc4)no3)nnn2CCN1CCOc1ccc(F)cc1
  Pf Dd2 growth: i
O=C(Cn1cccc1-c1nc(-c2ccccc2)no1)NCc1ccc(F)cc1F
  Pf Dd2 growth: ?

Next structures
molecule | Pf Dd2 growth
Cc1ccccc1NC(=O)C1CCCN(c2cn[nH]c(=O)c2)C1 (stereo not drawn) | 18.3%
CNc1cc(C(=O)N2CCN(CC(=O)O)CC(O)C2)ccn1 (stereo not drawn) | -3.6%
NC1CCc2nn(CC(=O)N3CCN(c4ncccn4)CC3)c(=O)n2CC1 (stereo not drawn) | 25.2%
COc1ccccc1NC(=O)Cn1ccn2nc3c(c2c1=O)CCCC3 | -37.9%
CC(C)c1nnc(C2CN(C(=O)COc3ccc(F)cc3)CC23CCOCC3)o1 (stereo not drawn) | -13.6%
COc1cc2c(cc1OC1CCCC1)NC(=O)C21CCN(C(=O)c2ccccc2)CC1 | -21.6%[44.1 µM]
O=C(O)C[C@@H]1CCN(C(=O)C2CCCCC2)C[C@@H]1CCN1CCN(c2ccccc2)CC1 | -10.5%
COc1ccc(C(=O)NCc2nnc3cc(-c4nc(C)no4)ccn23)cc1F | -4.3%
Cc1cc(-n2c(SCC(=O)NCc3ccccc3)nc3ccsc3c2=O)ccc1Cl | -22.8%
CCN(CC)S(=O)(=O)c1ccc(NC(=O)[C@H](CCSC)N2Cc3ccccc3C2=O)cc1 | ?
COC[C@@H]1CN(c2cnccn2)C[C@H]1C(=O)NCc1ccco1 | -16.5%
COc1ccc(CN2CCCC(CNC(=O)NC(C)C)C2)cc1O (stereo not drawn) | -22.3%
CN1CC(=O)N(c2ccccc2)Cc2c(NCCOc3ccccc3)ncnc21 | i
Cc1nnnn1CCCN1CCC2(CC1)CNC(C(=O)O)C2 (stereo not drawn) | -4.5%
COC(=O)c1ccc(Cl)cc1NC(=O)Nc1nnc(N2CCCC2)s1 | 16.4%
COc1ccc(-c2cn3cccnc3n2)cc1NC(=O)COc1ccccc1 | ?
O=C(c1ccc(F)cc1)N1CCN(C2CCN(Cc3cccnc3)C2=O)CC1 (stereo not drawn) | 11.3%
COc1ccc(NC(=O)[C@@H]2C[C@H](c3ccc(F)cc3)N(Cc3ccccc3Cl)C2)cn1 | ?
COC[C@@H]1CN(S(=O)(=O)c2cccc(C)c2)C[C@H]1c1nc(C)no1 | -1.6%
COc1ccc(NC(=O)c2cnc(N3CCCCC3)c3ccccc23)cc1Cl | 15.7%
COc1ccc2c(c1)CC(NC(=O)Nc1c(C)cc(C)cc1C)CO2 (stereo not drawn) | -4.6%
O=C1CC(c2ccccc2)N(C(=O)C2CC2)CCCN(C(=O)c2cccs2)CCN1 (stereo not drawn) | -17.9%
COc1ccc(Cl)cc1C(=O)Nc1ccc2c(c1)CCC(=O)N2 | -6.6%
CCOC(=O)C1(Cc2ccc(OC)cc2)CCN(C(=O)C(C)Oc2ccccc2)CC1 (stereo not drawn) | -9.5%

3 structures already listed, ordered by molar mass, falling.
molecule | Pf Dd2 growth
COC[C@@H]1CN(S(=O)(=O)c2cccc(C)c2)C[C@H]1c1nc(C)no1 | -1.6%
COc1ccc2c(c1)CC(NC(=O)Nc1c(C)cc(C)cc1C)CO2 (stereo not drawn) | -4.6%
COc1ccc(Cl)cc1C(=O)Nc1ccc2c(c1)CCC(=O)N2 | -6.6%

Further structures.
molecule | Pf Dd2 growth
O=C(c1ccc2c(c1)N(Cc1ccccc1F)C(=O)c1ccccc1S2(=O)=O)N1CCCCCC1 | i
CCOc1ccc(NC(=O)[C@H]2O[C@@H]3OC(C)(C)O[C@@H]3[C@H]3OC(C)(C)O[C@H]32)cc1 | ?
COCCNc1ncccc1-c1noc([C@@H]2CCCN2Cc2ccc(C(=O)O)cc2)n1 | i
COc1ccc(Br)c(C(=O)N[C@@H]2C=C(C(=O)N[C@H](C)C(N)=O)C[C@@H](O)[C@@H]2O)c1 | 0.8%
COc1ccc(Oc2nc3c(c(=O)n(Cc4ccccc4Cl)c(=O)n3C)n2C)cc1 | -9.7%
CC(C)CN(CCCNC(=O)c1cc(-c2ccc(Br)s2)nc2ccccc12)CC(C)C | ?
CCOC(=O)c1nc(Nc2ccc(C(C)=O)cc2)c2ccccc2n1 | -11.1%
Cc1ccccc1N(C)C1CN([S+](=O)([O-])c2ccccc2)C1 | ?
O=C(CCC1CCN(c2cc(NC3CC3)ncn2)CC1)Nc1ccccc1 | -0.7%
O=C(Cc1ccccc1Cl)N1CCC(Cc2nc(-c3ccc(F)cc3)no2)CC1 | 23.4%
Cc1cc(CN(C)C(=O)c2cc(COc3ccc4c(c3)OCO4)[nH]n2)on1 | -9.5%
O=C1CC[C@@H](C(=O)N2CCc3onc(C(c4ccccc4)c4ccccc4)c3C2)N1 | i
Cc1ccc(CNC(=O)CSc2nc3ccsc3c(=O)n2Cc2ccccc2F)cc1 | -17.4%
CC1=C[C@@H](CN2CCN(c3ccc(F)cc3)CC2)[C@H](C(C)C)C[C@H]1Cc1nnc(-c2cncn2C)o1 | ?
Cc1ccc(OCC(=O)N2CC(c3nnc(-c4ccc(C)cc4)o3)C3(CCOCC3)C2)cc1 (stereo not drawn) | i
Cc1ccc(C2Cn3cnc(C(=O)N4CCC(C(=O)NCc5ccco5)CC4)c3CO2)cc1 (stereo not drawn) | ?
COc1ccc(-c2nc3sc(CCNC(=O)C(=O)Nc4ccccc4C#N)c(C)n3n2)cc1 | 21.9%
Cc1ccc(CN(Cc2ccco2)C(=O)COc2ccc(C(C)C)cc2)cc1 | ?
CCOC(=O)C1CCN(C(=O)CSc2n[nH]c(-c3ccccc3Cl)n2)CC1 | 13.5%
CC1=C[C@@H](CNC(=O)c2ccc(C#N)cc2)[C@H](C(C)C)C[C@H]1Cc1nnc(-c2ccncc2)o1 | ?
COCCN1CCOc2nc(-c3cccc(C)c3)ncc2C1=O | ?
COc1cccc(CSc2nc3cc(C(=O)NC4CCCC4)ccc3c(=O)n2Cc2ccccc2)c1 | 2.8%
Cc1ccc(C2=NC3(CCN(C(=O)c4cccc(Cl)c4)CC3)ON2)cc1 | i
O=C(Nc1ccc(F)cc1F)N1CCOc2ccc(CN3CCc4ccccc4C3)cc2C1 | ?
COc1ccc(OC)c(NS(=O)(=O)c2ccc(-n3cccn3)cc2)c1 | 1.7%
CCOCCCNC(=O)c1ccc2c(c1)NC(=O)C(CS(=O)(=O)Cc1ccc(F)cc1Cl)N2 (stereo not drawn) | i
COC(=O)c1c(C)nn(-c2ccc(F)cc2)c1-n1cccc1 | 33.8%[activator]
O=C1CCCN1CCCN1C(=O)[C@H]2CN(Cc3cccc(Cl)c3)C[C@H]2C1=O | -3.0%
CCOc1ccccc1NC(=O)Cn1c(=O)n(-c2ccc(F)cc2)c(=O)c2c3c(sc21)CN(C(C)=O)CC3 | ?
Cc1cccc(C(=O)N[C@H]2CN(CCS(C)(=O)=O)C[C@@H]2C(C)C)c1 | -16.6%
CCC(C)Oc1ccccc1CNc1ncnc2c1c(C)nn2C (stereo not drawn) | -15.5%
CC(C)(C(=O)NCCc1ccccc1)C1CCOCC1 | 27.8%
O=C(Cn1ncn2c(cc3sccc32)c1=O)NCCc1ccccc1 | 1.0%
Cc1cccc(N2CCN(C(=O)Cn3ncc4c([nH]c5ccccc54)c3=O)CC2C)c1 (stereo not drawn) | 7.0%
O=C(NC1CCCN(c2cc(-c3ccccc3)[nH]n2)C1)c1ccccc1Br (stereo not drawn) | i
O=C(NCc1ccco1)c1ccc2c(c1)N(Cc1ccc(F)cc1)C(=O)c1ccccc1S2(=O)=O | ?
COc1ccc(C(=O)N(Cc2ccc(C(C)C)cc2)C2CCS(=O)(=O)C2)cc1 (stereo not drawn) | ?
CC1=C[C@@H](CNS(=O)(=O)Cc2ccccc2)[C@H](C(C)C)C[C@H]1CC(=O)N1CCOCC1 | i
Cc1cc(C(=O)N[C@@H]2CN(c3ccncn3)C[C@H]2CN(C)C)n[nH]1 | -4.8%
O=C1[C@H]2CN(Cc3cc(Cl)ccc3F)C[C@H]2C(=O)N1CCc1ccccc1 | ?
O=C1[C@H]2CN(Cc3ccccc3F)C[C@H]2C(=O)N1CCN1CCc2ccccc2C1 | 5.01µM*
COc1ccc(CCNC(=O)C(=O)NCC(c2cccnc2)N2CCN(c3ccccc3)CC2)cc1 (stereo not drawn) | ?
O=C(C1CCCC1)N1CC2(CCCCN2Cc2cccnc2)Cc2ccccc21 (stereo not drawn) | 7.94µM*
CC(C)C1=NOC2(CCN(C3COC3)CC2)C1 | 3.6%[44.1 µM]
Cc1noc(-c2ccc3c(c2)OCO3)c1C(=O)NCc1ccccc1 | 5.1%
Cc1cc(C)c(CN2CCC(n3cc(C(C)(C)N)nn3)CC2)c(C)c1 | ?
Cc1ccc(NC(=O)C2CN(S(=O)(=O)C3CC3)CC23CCCCC3)c(C)c1 (stereo not drawn) | ?
COc1ccc(NC(=O)Cn2c(=O)n(Cc3nc(-c4ccccc4)no3)c(=O)c3ccccc32)cc1Cl | ?
CN(C)C[C@@H]1CN(c2ccncn2)C[C@H]1NC(=O)Cn1c(=O)oc2ccccc21 | 19.4%
CN1c2cc(C(=O)Nc3ccc(C#N)cc3)ccc2C(=O)N2CCCCC21 (stereo not drawn) | i
CCOC(=O)c1c(-c2ccc(OC)c(OC)c2)csc1NC(=O)c1ccc(C)cc1 | 9.8%
O=C(NCc1ccccc1)C1CCCN(C2CCN(C(=O)C3CCC3)CC2)C1 (stereo not drawn) | ?

Some of the compounds tested, so the mix of outcomes need not match the whole.
